# Screening results as filed in PubChem.
# TWEAK Fn14 block: inhibitors of TWEAK-Fn14 interaction signaling; AID 1159606; 2% of 360,000 active; TWEAK-stimulated Fn14 reporter cells, luciferase luminescence, 8 h; inhibition, % at 10 µM; in the data active = inhibition above about 50%
# Shn3 inh set2: inhibitors of Schnurri-3 3'UTR reporter in osteoblasts | Clone20 osteoblast Shn3 3'UTR firefly luciferase, 24 h | inhibition, % at 12.5 µM | 0.52% of 360,000 active;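 active = mean inhibition of at least 75% with every replicate also reaching 75%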;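 note: 0% = median of neutral control wells and 100% = pilot-screen positive control compound; some compounds past the cut are filed as inactive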
# HIF-2a inh: inhibitors of HIF-2a. 0.72% of 360,000 active. AID 624352. 786-0 RCC cells HIF-2a reporter, luciferase luminescence, overnight. inhibition, % at 18.8 µM;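 active = inhibition of the luminescence signal of 40% or more relative to plate controls, in a single-dose primary screen at 18.75 µM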
# TRAIL sens C8: caspase-8 TRAIL sensitization; NB7+C8 cells + TRAIL, ATPlite viability luminescence; inhibition (viability loss, TRAIL sensitization), % at 10 µM; 1% of 360,000 active;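 active = compounds causing at least 50% loss of cell viability in the single-dose screen, relative to plate controls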
# TROY signal inh: inhibitors of TROY-dependent NF-kB signaling; Q293 LMP1-TROYcd NF-kB luciferase reporter, 4 h; inhibition, % at 10 µM; 0.98% of 360,000 active; AID 1347056;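 active = compounds whose plate-normalised and pattern-corrected inhibition of the luciferase reporter signal at the single screening dose is 50% or more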
# NR2E3 ag-1: activates human NR2E3 receptor | CHO-S Gal4-NCOR/VP16-NR2E3 two-hybrid, luciferase | inhibition of corepressor binding, % at 3.98 µM | 0.35% of 360,000 active | AID 602229;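 active = inhibition above the mean of all tested compounds plus 3 SD, cut at about 70% in these data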;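 note: 0% = DMSO with NR2E3 transfected cells and 100% = cells lacking NR2E3 construct; higher means lower luciferase signal from less NR2E3 corepressor binding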
# Target sequence (Q9Y5X4 whole entry, looked up, the tested form may be a part): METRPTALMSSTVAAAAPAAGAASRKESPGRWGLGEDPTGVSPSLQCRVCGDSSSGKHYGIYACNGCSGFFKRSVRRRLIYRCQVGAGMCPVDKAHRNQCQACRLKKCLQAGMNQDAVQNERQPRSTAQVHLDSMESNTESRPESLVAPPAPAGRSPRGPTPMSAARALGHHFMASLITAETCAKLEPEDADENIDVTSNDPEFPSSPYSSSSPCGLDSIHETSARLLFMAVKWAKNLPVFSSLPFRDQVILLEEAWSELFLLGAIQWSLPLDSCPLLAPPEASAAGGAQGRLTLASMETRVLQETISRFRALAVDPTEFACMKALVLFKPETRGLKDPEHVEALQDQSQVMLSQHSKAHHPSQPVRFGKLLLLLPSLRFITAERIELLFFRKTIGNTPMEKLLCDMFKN
# CF NFkB inh: cystic fibrosis NF-kB activation inhibition; KKLEB NF-kB-GFP reporter, PAF-induced, GFP fluorescence overnight; inhibition, % at 5 µM; 0.86% of 360,000 active;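 active = at least 50% inhibition at 5 µM, scaled per plate between neutral and stimulator controls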;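 note: PAF is a Pseudomonas aeruginosa culture filtrate used as stimulus; plate controls were PAF-stimulated DMSO wells for no effect and unstimulated DMSO wells for full effect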
# KKLEB cytotox: reduces viability of KKLEB cystic fibrosis airway cells | activity change (cytotoxicity), % at 5 µM | KKLEB CF airway cells viability, ATPlite luminescence, overnight; stronger effect = lower value; cells stimulated with P. aeruginosa culture filtrate | AID 602141 | 0.36% of 360,000 active;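 active = corrected activity change at or below -50% at 5 µM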
# NR2E3 ag-2: agonists of human nuclear receptor NR2E3; Q9Y5X4; GST-NR2E3/biotin-RetCOR TR-FRET, 1536-well; inhibition of corepressor binding, % at 4.78 µM; 0.12% of 320,000 active; AID 2300;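 active = percent inhibition above the cutoff of mean plus 3 SD of all tested compounds, set per screening campaign, cut at about 20% in these data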;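 note: 0% = DMSO wells and 100% = biotin wells as full block of FRET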
#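 Assay system: NR2E3–RetCOR corepressor complex. Quantity: 1.35 nM GST-NR2E3. Buffer or medium: pH 7.5 Tris-based buffer. Reagent: biotinylated RetCOR corepressor at 7 nM final. Schedule: 5 h at 4 °C. Detection: TR-FRET, emission read at 617 and 671 nm. Replicates: one well per compound, singlicate testing.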
# TRPM1 prom inh: inhibitors of MITF-driven TRPM1 promoter in melanoma cells; SK-MEL-5 TRPM1 promoter luciferase, 24 h; inhibition, % at 12.5 µM; 0.83% of 330,000 active; AID 488899;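 active = mean inhibition across replicates of 60% or more, whatever share of single replicates reaches that level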; note: values of inactives mirror those of a sister screen read the other way
# Peg3 promoter: reduces Peg3 promoter-driven luciferase expression in HeLa; HeLa PEG-Prom luciferase reporter, luminescence, overnight; inhibition, % at 20 µM; 1.7% of 360,000 active; AID 588405;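 active = inhibition of at least 50% at 20 µM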
# Starred values were filed as active, the others as inactive; nt = no result given. Not all compounds are listed, so the mix of outcomes need not match the whole.
Structure	TWEAK Fn14 block	Shn3 inh set2	HIF-2a inh	TRAIL sens C8	TROY signal inh	NR2E3 ag-1	CF NFkB inh	KKLEB cytotox	NR2E3 ag-2	TRPM1 prom inh	Peg3 promoter
Cc1ccc(O)c(-c2cc(C(F)(F)C(F)F)nc(-c3ccccc3)n2)c1	15	-5	7	-1	-9	10	2	0	1	-1	7
CCOC(=O)C1CCN(C(=O)c2cc3ccccc3oc2=O)CC1	0	3	5	-5	4	-9	0	-2	-3	6	-11
O=C(Nc1c(Br)cc2c(c1Br)Cc1ccccc1-2)C(F)(F)F	11	-9	-16	2	20	-9	-19	-3	nt	5	-37
Cc1ccc(CN2C(=O)c3ccccc3NC2c2cc(Br)ccc2O)cc1 (stereo not given)	-1	-3	-3	-1	44	-10	37	1	0	5	16
CCOC(=O)c1ccc(NC(=O)NC2CC3CCC(C2)N3Cc2nnnn2Cc2ccco2)cc1 (stereo not given)	6	11	-6	16	8	-13	5	10	-1	9	14
O=C(COC(=O)c1cccc([N+](=O)[O-])c1)NCC1CCCO1 (stereo not given)	4	-63	9	2	-4	-9	9	-1	-2	-13	13
O=C(COC(=O)C1CC2C=CC1C2)Nc1ccc2c(c1)OC(F)(F)O2 (stereo not given)	-30	-29	-50	-2	-44	7	2	-4	2	2	-10
CC1(C)Cc2c(sc(NC(=O)/C=C/C(=O)O)c2C#N)CO1	-1	-9	19	-6	-12	14	-16	9	-3	-10	6
COc1cccc(CC(=O)OCC(=O)NCC(=O)Nc2cccc(C)c2C)c1	9	3	18	-19	4	3	2	-3	0	13	-8
CC(C)(C)NC(=O)CSc1nnc(-c2ccncc2)n1Cc1ccccc1	1	-3	13	6	-9	-1	21	-32	-3	4	15
C=CCn1c(NCc2ccc(OC)cc2)nc2ccccc21	13	-14	-112	12	-9	-29	7	6	1	-15	-75
O=C(CCc1nc2ccccc2c(=O)[nH]1)N1CCCc2ccccc21	27	-16	-50	22	-2	-28	-14	24	1	4	-14
CCCCn1c(N)c(S(=O)(=O)c2ccc(C)cc2)c2nc3ccccc3nc21	52*	8	11	-6	65*	-26	-3	2	3	-6	31
N#C/C(=C\c1ccc[nH]1)C(=O)NCC1CCCO1 (stereo not given)	-11	-29	-64	-1	-24	-4	6	4	0	-31	-46
CC(=O)N(C)c1cc([N+](=O)[O-])ccc1OCc1ccccc1	-12	6	-17	1	-15	-13	1	0	nt	5	-6

# A run of entries from further up, for reference:
Structure	TWEAK Fn14 block	Shn3 inh set2	HIF-2a inh	TRAIL sens C8	TROY signal inh	NR2E3 ag-1	CF NFkB inh	KKLEB cytotox	NR2E3 ag-2	TRPM1 prom inh	Peg3 promoter
O=C(CCc1nc2ccccc2c(=O)[nH]1)N1CCCc2ccccc21	27	-16	-50	22	-2	-28	-14	24	1	4	-14
CCCCn1c(N)c(S(=O)(=O)c2ccc(C)cc2)c2nc3ccccc3nc21	52*	8	11	-6	65*	-26	-3	2	3	-6	31
N#C/C(=C\c1ccc[nH]1)C(=O)NCC1CCCO1 (stereo not given)	-11	-29	-64	-1	-24	-4	6	4	0	-31	-46

# Later entries
Structure	TWEAK Fn14 block	Shn3 inh set2	HIF-2a inh	TRAIL sens C8	TROY signal inh	NR2E3 ag-1	CF NFkB inh	KKLEB cytotox	NR2E3 ag-2	TRPM1 prom inh	Peg3 promoter
Cn1c(=O)c(=O)n(C)c2cc(S(=O)(=O)N3CCN(C4CCCCC4)CC3)ccc21	-23	13	4	5	2	-45	-2	1	2	-1	-1
O=C(COC(=O)c1ccc(Br)o1)NCC(=O)Nc1ccc(F)cc1	-18	-5	1	-11	-8	-11	6	9	3	1	0
O=S(=O)(c1ccccc1)N(Cc1ccc(Cl)cc1)c1ccncc1	2	-11	9	-3	5	-19	-2	0	1	nt	4
COc1ccccc1CCNC(=O)C(=O)NCC1OCCN1S(=O)(=O)c1ccc(C)cc1 (stereo not given)	10	18	3	-9	5	-3	-12	1	2	nt	-4
Cc1ccc(C)c(NC(=O)CN2C(=O)c3ccccc3C2=O)c1	6	18	19	1	-27	-26	-8	-10	0	nt	7
CCc1nnc(NC(=O)Cn2c(=O)oc3ccccc32)s1	23	6	5	11	nt	-24	2	1	1	-3	9
Nc1ccc(-n2nnnc2CN2CCOCC2)cc1	7	4	13	-3	-2	-7	-4	7	0	5	7
Cc1ccc(C)c(NC(=O)COC(=O)CC2c3ccccc3CCN2S(=O)(=O)c2ccc(F)cc2)c1 (stereo not given)	-2	-4	6	12	8	-6	25	-6	3	7	17
S=C(NCc1ccc(Cl)cc1)NC12CC3CC(CC(C3)C1)C2	18	7	-120	0	22	-6	5	-6	3	-16	15
O=C(NCn1cnccc1=O)c1ccccc1	-3	20	12	-8	13	-12	2	8	5	-4	19
COc1cccc(CCNC(=O)CCCC(=O)c2ccccc2)c1	-7	-37	23	-16	5	-12	13	7	-1	nt	17
O=C(Nc1ccc(Cl)cn1)c1cccc(F)c1	-3	-41	-225	23	-47	-307	-1	0	4	-19	-180
Cc1ccc(-c2nnnn2CS(=O)(=O)c2ccccc2)cc1	-9	1	-62	-7	-14	-10	-13	4	2	-11	-35
COc1ccc(-c2nc(CS(=O)CC(=O)NC3CCC(C)CC3)c(C)o2)cc1OC (stereo not given)	-30	-17	-199	-1	-36	-47	-6	-19	-2	-44	-205
O=C(CCCN1C(=O)S/C(=C\C=C\c2ccccc2)C1=O)Nc1ccc(O)cc1	41	-9	-236	8	-11	49	-34	9	0	-38	-346
CCOC(=O)N1CCN(C(=O)CCN2C(=O)/C(=C\c3ccccc3OC)SC2=S)CC1	-1	-29	16	-11	1	-6	-39	-6	6	-2	49
Clc1ccc(CNc2ccc3nnc(-c4ccccc4)n3n2)cc1	12	50	7	-9	-2	-6	19	-17	5	-1	23
O=C(Nc1ccc(F)cc1F)C1CCCN1S(=O)(=O)c1ccc(-c2ccc(=O)[nH]n2)s1 (stereo not given)	-22	-18	15	-17	18	19	3	-5	-2	4	21
FC(F)(F)c1nc(NCc2cccnc2)c2ccccc2n1	13	-2	10	-20	30	2	33	6	7	4	43
CCNc1cc2n(c(=O)n1)CCc1cc(OC)c(OC)cc1-2	-16	22	16	-13	-30	-9	4	-10	4	-5	15
CCOc1ccccc1N1CCN(CC(O)COC2CCCc3ccccc32)CC1 (stereo not given)	-26	-5	15	2	12	-10	4	-3	7	2	3
Cc1nnc(SCc2ccc(Cl)cc2)nc1/C=C/N(C)C	-5	6	15	6	-12	-33	22	-10	0	-2	4
COc1ccccc1-n1ccn(CC(=O)Nc2ccc(C)cc2Cl)c(=O)c1=O	-9	0	-32	-3	-22	-18	-6	1	0	-14	-37
S=C(Nc1cccc(Cl)c1)Nc1ccc2cn[nH]c2c1	-26	8	-121	-7	-14	-53	12	2	-1	-23	-96
Cc1cccc2c1N(C)C(=O)C2=O	23	-11	15	-4	-1	-25	7	-1	5	18	7
O=C(Nc1ccc(Cl)c(Cl)c1)Oc1ccc(NC(=O)c2ccco2)cc1	-10	17	-33	9	32	4	6	3	0	-13	-14
COc1ccccc1NC(=O)CSc1nnc(NC(=O)C2CCC2)s1	13	20	14	14	12	-21	1	7	1	-4	6
CCCCNC(=O)Nc1nnc(C(C)(C)C)s1	-17	8	-45	5	-5	-4	1	-4	1	-6	-29
CCCNC(=O)c1ccc(Cl)cc1Cl	-22	11	-1	-6	-39	-43	-26	-3	-5	-7	-6
C[C@@H]1C[C@H]2[C@@H]3CCC4=CC(=O)C=C[C@]4(C)[C@@]3(F)[C@@H](O)C[C@]2(C)[C@H]1C(=O)CO	-4	0	31	7	14	27	72*	10	3	-8	-6
CCN(Cc1ccncc1)C(=S)NCc1ccccc1	-7	-14	17	-5	4	-1	8	1	-2	7	17
CC(=O)Nc1ccc(S(=O)(=O)N2CCN(S(=O)(=O)c3cccs3)CC2)cc1	-1	-14	8	-2	-3	3	6	4	nt	-13	7
O=C(Nc1ccc(NC(=O)c2sc3ccccc3c2Cl)cc1)c1ccco1	-42	26	-3	-1	14	-16	-3	4	2	-1	33
O=C(OCC(=O)N1CCOCC1)c1ccc(Br)cc1	20	-24	-47	-6	-15	-30	-2	10	2	-10	-69
COc1cc(C)ccc1OCc1cc(C(=O)NCCN2CCOCC2)no1	-11	-111	-215	6	-41	-88	1	8	5	-106	-291
CCN(c1ccc2c(c1)OCO2)S(=O)(=O)c1cc2c(cc1Br)CCN2C(=O)C1CC1	9	35	10	-8	1	9	-8	4	nt	1	7
Cc1ccc(/C=N/n2c(C3CCCCC3)n[nH]c2=S)o1	1	16	17	-10	12	1	-5	4	-3	-3	10
C[C@@H]1CCC(=O)N(CC[C@H](Sc2ccccc2)c2ccccc2)CC1	-22	-1	-45	-3	-40	17	-15	-9	0	0	-13
CCC/C(=N/NC(=O)c1ccc2c(c1)OCO2)c1cccs1	-9	-36	-74	4	-27	-50	-3	-9	0	-4	-43
CC1=C(C)[N+](=O)C2CCCCC2N1[O-] (stereo not given)	1	-20	12	26	-4	-1	-16	-8	-1	4	7
O=C(COc1ccc(F)cc1)Nc1nnc(-c2ccncc2)s1	3	-5	16	12	23	2	2	2	1	1	4
CC1=Nc2ccc3ccccc3c2C1(C)C	-10	16	3	6	6	-4	12	4	2	-5	-30
CC(NC(=O)Nc1ccc([N+](=O)[O-])cc1)C(c1ccccc1)N1CCOCC1 (stereo not given)	4	5	10	-9	-2	-27	-21	8	-3	-12	13
Cc1ccc(CNc2ccc(N3CCOCC3)c(Cl)c2)cc1	-26	-16	-73	-7	-13	-28	8	0	2	-23	-71
CCn1ncc(Br)c1C(=O)Nc1ccc(C(=O)OC(C)C)cc1	9	-7	-66	1	-11	-15	5	3	1	-9	-35
COc1ccc(N2CCN(C3CC(=O)N(C)C3=O)CC2)cc1 (stereo not given)	-9	-15	4	-9	-8	-10	-12	2	4	11	4
CCn1c(/C=C/c2cc(Br)ccc2O)nc2ccccc2c1=O	63*	-2	22	14	47	8	30	-10	1	15	68*
CCN(CC(=O)N1CCCC1)S(=O)(=O)c1ccc(F)cc1	39	6	4	-2	-3	1	-4	0	nt	-208	11
Cc1cc(C)cc(NC(=O)CCN2CC(C)OC(C)C2)c1 (stereo not given)	13	-14	11	1	-6	-1	15	2	0	14	-9
CCc1nnc(NC(=O)C2CCC(CNc3c(N4CCCCC4)c(=O)c3=O)CC2)s1 (stereo not given)	-7	-2	13	-1	7	18	0	-6	3	-7	14
COc1cc(Br)cc(/C=C/c2ccc3cccc(O)c3n2)c1OC	0	1	-7	20	-27	-32	-24	-5	-3	23	-8
CCCCCC(=O)NCc1c(C(F)(F)F)nn(C)c1N1CCOCC1	-4	11	9	-8	-5	-29	4	2	2	6	-9
CCCNC(=O)C1(C)CCN(C(=O)c2ccc3snnc3c2)C1 (stereo not given)	-7	2	2	9	4	9	-27	16	nt	nt	-6
